# M. tuberculosis GlmU – inhibition of mycobacterial GlmU enzyme – biochemical, glucosamine-1-phosphate acetyltransferase (AID 1376). M. tuberculosis GlmU acetyltransferase enzyme assay; higher % means a stronger effect. one-dose inhibition, %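 (tested at 30 µM in the primary screen)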; IC50 in µM for titrated hits. hit rate 0.25% among 220,000; in the data active means inhibition above about 13%; inconclusive means no clear call, values can overlap the other calls;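 further: 0% = complete reaction with vehicle and 100% = reaction without substrate; strong numbers were not always called active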
# Mtb RmlCD inh – blocks M. tuberculosis RmlC and RmlD coupled enzymes; P9WH09+P9WH11; AID 1533; RmlC+RmlD coupled enzyme assay, percent inhibition; primary screen in compound mixtures; hit rate 0.03% among 160,000; inhibition, % at 3.6 µM; in the data active means inhibition mostly above about 34%, no sharp cut-off; inconclusive means no clear call, values can overlap the other calls; inactive means mostly below about 22%; further: some results filed as inactive read as strong as hits
# Target sequence (P9WH09 whole entry, looked up): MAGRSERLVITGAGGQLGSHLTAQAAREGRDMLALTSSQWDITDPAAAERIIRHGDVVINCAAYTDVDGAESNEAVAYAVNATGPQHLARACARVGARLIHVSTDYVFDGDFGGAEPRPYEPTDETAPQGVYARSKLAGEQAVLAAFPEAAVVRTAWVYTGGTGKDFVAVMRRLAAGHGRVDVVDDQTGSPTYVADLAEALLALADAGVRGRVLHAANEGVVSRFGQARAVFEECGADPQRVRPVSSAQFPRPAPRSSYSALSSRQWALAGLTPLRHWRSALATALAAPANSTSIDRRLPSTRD
# Target sequence (P9WH11 whole entry, looked up): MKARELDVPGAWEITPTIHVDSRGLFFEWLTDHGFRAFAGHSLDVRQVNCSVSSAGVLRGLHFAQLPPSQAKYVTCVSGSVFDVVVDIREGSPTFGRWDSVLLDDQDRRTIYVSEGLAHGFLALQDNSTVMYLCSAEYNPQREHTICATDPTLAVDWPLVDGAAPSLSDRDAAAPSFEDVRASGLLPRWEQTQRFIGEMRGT
# An asterisk follows results filed as active; u = inconclusive; x = no result given. This is a subset; count on the stated rates, not on these rows.
smiles	M. tuberculosis GlmU	Mtb RmlCD inh
CSc1nc(-c2ccc(C)cc2)[nH]c1S(=O)(=O)c1ccccc1	1.9%	x
CCCC(=O)Nc1ccc(OCC(O)CNC(C)C)c(C(C)=O)c1 (stereo not drawn)	4.0%	x
COc1ccc(CCNC(=O)CSc2nn(-c3ccccc3)c(=S)s2)cc1	4.6%	x
C/C=C/C(=O)OCC(=O)NC(=O)NC(C)C	-7.0%	-16
O=C1N=C(N2CCOCC2)S/C1=C\C=C/c1ccccc1	-0.6%	4
N#Cc1cn(CC(=O)NCc2cccnc2)c2ccccc12	-9.3%	x
O=C(COC(=O)c1cc[n+]([O-])cc1)Nc1cccc(Cl)c1Cl	5.5%	-8
COc1cc(/C=N/NC(=O)CCn2c3ccccc3c3ccccc32)ccc1O	3.2%	13
O=C(COc1ccc2ccccc2c1)Nc1nccs1	-7.3%	3
O=C(Nc1nc2ccccc2s1)c1ccc(OCC2CCCO2)cc1 (stereo not drawn)	-2.6%	-4
O=C(CCC(=O)N/N=C/c1cc(Cl)cc(Cl)c1O)NCc1ccccc1	2.7%	3
CCNC(=O)N1CCN(C(=O)NCC)CC1	1.3%	10
COC(=O)C1=C(C)NC(=S)NC1c1ccc(-c2cccc(Cl)c2)o1 (stereo not drawn)	3.0%	-10
Cc1ccc(S(=O)(=O)N2CC(O)CC2C(=O)OCc2nc3sc(C)c(C)c3c(=O)[nH]2)cc1 (stereo not drawn)	1.1%	-1
Cc1cc(Cl)ccc1OCc1n[nH]c(=S)n1C1CCCCC1	0.9%	-3
CC1CC(=O)C2=C(C1)OC(N)=C(C#N)C2c1coc2ccccc2c1=O (stereo not drawn)	-2.9%	-5
Cc1ccc(S(=O)(=O)N(c2cc(Cl)c(O)c(Cl)c2)P(=O)(OC(C)C)OC(C)C)cc1	4.9%	-13
N=C1/C(=C/c2ccc(OC(=O)c3ccco3)cc2)C(=O)N=C2SC=CN12	6.9%	-10
COCCNc1nnc(SCC(=O)c2ccc3c(c2)OCO3)s1	-0.4%	10
O=CC(Br)P(=O)(N1CCOCC1)N1CCOCC1 (stereo not drawn)	14%*	-2
O=C(/C=C/c1cccs1)c1ccc(NC(=O)c2cccc(Br)c2)cc1	-0.4%	3
NC(=O)N/N=C\c1cccs1	0.3%	34
Cc1ccc(NC(=O)Cn2nnc(C(=O)NCc3ccccc3)c2N)cc1C	1.5%	x
Cc1cc(C)n2cc(COc3ccc4ccccc4c3)nc2n1	8.2%	-8
O=C1/C(=C/c2cccnc2)Oc2cc(OS(=O)(=O)c3ccc(Cl)cc3)ccc21	1.6%	5
CCc1ccccc1N1CC23C=CC(O2)C(C(=O)O)C3C1=O (stereo not drawn)	4.2%	10
O=C(NCC1CCCO1)C1CCN(S(=O)(=O)c2cccnc2)CC1 (stereo not drawn)	-0.8%	-5
O=C(NCC1CCCO1)C(=O)N/N=C/c1ccc(O)c(Cl)c1 (stereo not drawn)	-3.6%	4
COc1ccc(N/C=C(\C2OC(=O)c3ccccc32)[N+](=O)[O-])cc1 (stereo not drawn)	7.5%	-13
COCC(=O)OCn1nnc2ccccc2c1=O	-1.8%	102
CCN1CCN(c2nc3sc4c(c3c3ncnn23)CC(C)CC4)CC1 (stereo not drawn)	-1.7%	12
COc1cc(/C=C2\C(=O)NN(c3ccccc3)C2=O)ccc1OCC(N)=O	3.9%	2
CCC(C)(C)n1nnnc1C(CC(C)C)N1CCC(C(N)=O)CC1 (stereo not drawn)	9.8%	x
COc1ccc(OCC(=O)OCCN2C(=O)c3ccccc3C2=O)cc1	8.0%	x
O=c1c2ccccc2nc(COc2ccccc2)n1/N=C/c1c[nH]c2ccccc12	-7.2%	14
Cc1cc(C(=O)OCC(=O)Nc2ccccc2F)c(C)o1	6.7%	x
Cc1cccc(OCC(=O)Nc2nnc(-c3ccco3)s2)c1	5.0%	8
Cc1cc(C(=O)OCC(=O)NC(=O)NC(C)(C)C)c(C)o1	0.2%	6
c1cncc(C2CCCCN2Cc2ccc3c(c2)OCO3)c1 (stereo not drawn)	6.5%	x
COC(=O)C1=C(C)N(CCc2c[nH]c3ccccc23)C(=O)/C1=C\N(C)C	2.6%	5
Cc1noc(C)c1S(=O)(=O)Nc1ccc(C(=O)N2CCN(c3ccc(F)cc3)CC2)cc1	3.1%	7
Cc1nn(C)c(C)c1S(=O)(=O)N(CC(=O)NCc1ccco1)c1ccc(C(C)C)cc1	-2.4%	12
N=c1n(CCN2CCCCC2)c2ccccc2n1CC(O)c1cccc(Br)c1 (stereo not drawn)	-7.4%	x
COc1ccc(-c2ccc(SCC(=O)c3ccccc3)nn2)cc1OC	-4.5%	x
CCOC(=O)c1cnc(SCc2cccc(C)c2)nc1N	2.2%	-9
Cc1cc(C)cc(OCCNC(=O)C(C)N2C(=O)c3ccccc3C2=O)c1 (stereo not drawn)	4.0%	0
O=C(O)C1CSC(c2ccncc2)N1 (stereo not drawn)	9.5%	-10
O=C(Nc1cscc1S(=O)(=O)c1ccc(Cl)cc1)c1ccccc1Cl	4.4%	2

# Part of the list above, set out differently.
N#Cc1cn(CC(=O)NCc2cccnc2)c2ccccc12
  M. tuberculosis GlmU: -9.3%	Mtb RmlCD inh: x
O=C(COC(=O)c1cc[n+]([O-])cc1)Nc1cccc(Cl)c1Cl
  M. tuberculosis GlmU: 5.5%	Mtb RmlCD inh: -8
COc1cc(/C=N/NC(=O)CCn2c3ccccc3c3ccccc32)ccc1O
  M. tuberculosis GlmU: 3.2%	Mtb RmlCD inh: 13
O=C(COc1ccc2ccccc2c1)Nc1nccs1
  M. tuberculosis GlmU: -7.3%	Mtb RmlCD inh: 3

# Remaining list, next part
# Results follow in this order: M. tuberculosis GlmU	Mtb RmlCD inh
> CC(=O)NC(CCS(C)(=O)=O)C(=O)Nc1ccc(Oc2ccccc2)cc1 (stereo not drawn)
→ -3.5%	0
> COc1ccccc1CNC(=O)C1CC(c2ccccc2C(F)(F)F)=NO1 (stereo not drawn)
→ 6.2%	7
> CC(=O)NS(=O)(=O)c1ccc(NC(=O)CCc2ccccc2)cc1
→ -4.8%	u
> CN1c2ccccc2C(C)(C)C12C=Cc1cc(O)ccc1O2 (stereo not drawn)
→ -1.4%	x
> CCC(C)c1ccccc1NC(=O)COC(=O)c1ccc2c(c1)S(=O)(=O)c1ccccc1C2=O (stereo not drawn)
→ -1.1%	-11
> CC(C)CNC(=O)c1cccc(Cn2cc(Cl)cn2)c1
→ 0.2%	8
> CC(=O)N1CCN(C(=O)CNc2cc(C(F)(F)F)ccc2OCC(F)(F)F)CC1
→ 4.4%	x
> COc1cccc(C(=O)Nc2c[nH]c(=O)[nH]c2=O)c1
→ 4.4%	32
> CC(/C=N/NC(=O)Cn1cnc2ccccc21)=C\c1ccccc1
→ -4.2%	4
> CN(Cc1ccccc1)C(=O)COc1ccc(Br)cc1Cl
→ 3.2%	-12
> COc1ccc(/C=N/NC(=O)c2ccc3nc[nH]c3c2)cc1
→ -1.1%	-14
> O=C(/C=C/c1cccs1)Nc1ccc([N+](=O)[O-])cc1
→ 3.4%	x
> Cc1nnc2ccc(Oc3ccc(-c4ccccc4)cc3)nn12
→ -2.1%	-7
> N#Cc1cccc(NC(=O)COc2ccc(-n3ccnc3)cc2)c1
→ 1.8%	x
> C/C(=N\Nc1ncc(Cl)cc1Cl)c1ccc(OC(F)F)cc1
→ -4.2%	-6
> O=S(=O)(Cc1ccccc1)Nc1ccc(S(=O)(=O)N2CCCC2)cc1
→ 5.8%	9
> Cc1nc(N2CCCCC2)c2c(C)c(C(=O)Nc3ccccc3C(F)(F)F)sc2n1
→ 2.4%	-6
> COC(=O)C1=C(C(=O)OC)C(c2ccccc2O)c2sc(=O)[nH]c2S1 (stereo not drawn)
→ 6.6%	-7
> Cc1ccc(C(=O)OCC(=O)NCc2cccs2)cc1C
→ 4.3%	0
> CCOc1cc(C(=O)OCC(=O)c2c(C)[nH]c3ccccc23)ccc1OCC(=O)N1CCOCC1
→ -0.7%	-2

# Full records, quoted from the list.
# CC(=O)N1CCN(C(=O)CNc2cc(C(F)(F)F)ccc2OCC(F)(F)F)CC1 across the screens: M. tuberculosis GlmU = 4.4%; Mtb RmlCD inh = x
# CC(=O)NC(CCS(C)(=O)=O)C(=O)Nc1ccc(Oc2ccccc2)cc1 (stereo not drawn) across the screens: M. tuberculosis GlmU = -3.5%; Mtb RmlCD inh = 0

# Later entries
# Results follow in this order: M. tuberculosis GlmU	Mtb RmlCD inh
> Nc1nc(Sc2ccc(C(F)(F)F)cn2)n[nH]1
→ -2.7%	-5
> O=C(O)C1CCCCC1C(=O)NCCc1ccccc1 (stereo not drawn)
→ 2.1%	15
> Cc1cc(NC(=O)C(=O)NCc2cccc(Cl)c2)no1
→ 2.9%	9
> CCOC(=O)C1CCN(/C=C2\C(=O)NC(=S)N(CC)C2=O)CC1
→ -5.2%	10
> O=C(C/C=N/OCc1ccc(Cl)cc1Cl)c1ccccc1
→ x	5
> Cc1onc(-c2ccccc2)c1C(=O)Nc1ccnn1C1CCCCC1
→ 0.8%	x
> CC(=O)c1c(C)nc(-c2ccccc2)nc1NC(=O)Cc1ccccc1
→ 3.3%	1
> CN=Cc1cc(-c2ccccc2)sc1O
→ 4.0%	3
> Cc1ccc(-c2csc(NC(=O)C3CCN(S(=O)(=O)c4cccs4)CC3)n2)cc1
→ -6.2%	17
> CCOc1cc(/C=N/O)ccc1OCc1ccc([N+](=O)[O-])cc1
→ 4.0%	-1
> CCCn1c(SCC(=O)Nc2nnc(-c3ccccc3)s2)nnc1-c1ccccn1
→ 3.9%	3
> COc1ccccc1CNC(=O)C1CCN(c2nc3ccccc3o2)CC1
→ 0.3%	x
> CCN1C(=O)CSC1=NC12CC3CC(CC(C3)C1)C2
→ -5.5%	10
> COc1ccccc1N1CC(C)(C)C(=O)N(C(=O)c2ccc(Cl)cc2)C1=S
→ -0.7%	20
> CCc1ccccc1NC(=O)c1cnccn1
→ 1.3%	x
> CCOC(=O)C1CCCCN1Cc1ccc(C(F)(F)F)cc1 (stereo not drawn)
→ -3.9%	18
> CCOC(=O)c1ccc(NC(=S)NNC(C)(C)C)cc1
→ -2.2%	-2
> COc1cc(C(=O)NC(=S)Nc2ccc3c(c2)C(=O)N(C)C3=O)cc(OC)c1OC
→ 9.1%	8
> CCOC(=O)c1c(C)n(C)c2ccc(OCC(O)Cn3nc(C)c(Br)c3C)cc12 (stereo not drawn)
→ 1.4%	2
> CC(=O)c1ccc(NC(=O)C2Cc3ccccc3CN2C(=O)c2ccccc2)cc1 (stereo not drawn)
→ 3.1%	11
> Cc1ccc(-c2csc(/C(C#N)=C/Nc3ccccc3SC(F)(F)F)n2)c(C)c1
→ -5.0%	x
> CCCCc1c(C)nc2ccccc2c1SCCC#N
→ -3.0%	3
> COc1ccc(CN2C(=O)CC(=O)NC2=S)cc1
→ 5.0%	17
> CCc1c(C)nc(SCC(=O)c2cccs2)c(C#N)c1C
→ -0.5%	1
> CCSC1=N/C(=C\c2ccc(OC)cc2)C(=O)N1
→ 2.6%	-16
> CN(C)c1ccc(P(=O)(OC2CCCCC2)C(O)c2cccnc2)cc1 (stereo not drawn)
→ -6.5%	11
> O=C(CSc1nc2ccccc2n1CCc1ccccc1)NC1CCS(=O)(=O)C1 (stereo not drawn)
→ 3.9%	x
> O=c1cc2c(nn1Cc1cccc(Cl)c1)-c1ccccc1CC2
→ 1.1%	-2
> COc1ccc(C2Sc3nncn3N2Cc2ccc(C#N)cc2)cc1 (stereo not drawn)
→ -3.1%	x
> COc1ccc([C@H]2/C=C\CN(C(=O)[C@H](Cc3ccccc3)NC(=O)OCC3c4ccccc4-c4ccccc43)CC(=O)N2Cc2ccc(F)cc2)cc1
→ -1.6%	x
> CC(=O)Nc1ccc(S(=O)(=O)Nc2nc3ccccc3nc2Nc2cccc(S(N)(=O)=O)c2)cc1
→ 2.8%	1
> CC1CC(C)(C)NC(=S)N1CC(=O)NCc1ccccc1Cl (stereo not drawn)
→ 1.5%	4
> NC1=NN=C(c2ccc3c(c2)OCCO3)CS1
→ -0.1%	-7
> COc1ccc(CNC(=O)C2CCCN(c3nccc(C)n3)C2)cc1 (stereo not drawn)
→ -4.2%	x
> Cn1nc(OCCOc2ccccc2)ccc1=O
→ 5.9%	9
> CCCn1c(NC(=S)Nc2ccccc2)nc2ccccc21
→ 3.8%	-10
> CC(C)N(C(=O)N1CCC(c2nc(-c3ccncc3)no2)CC1)C(C)C
→ 0.5%	x
> CCCN(Cc1cc2cc(C)ccc2[nH]c1=O)C(=O)c1ccccn1
→ 3.4%	x
> CCN(CC)C(=S)Nc1ccc(OC(F)F)cc1
→ 6.8%	6
> NC(=O)[C@@H]1CC2(CC(c3cccc(NC(=O)CC(c4ccccc4)c4ccccc4)c3)=NO2)CN1C(=O)[C@@H]1CCC(=O)N1 (stereo partly drawn)
→ -5.5%	4
> CCN=C1SC(CC(=O)NC(N)=O)C(=O)N1CC (stereo not drawn)
→ 2.5%	-1
> Cc1ccc(S(=O)(=O)Nc2ccc(C(=O)Nc3cc(C)on3)cc2)cc1
→ 6.1%	2
> Cc1cccc2cc3cccc(C)c3nc12
→ 2.0%	4
> CC1CCc2c(nc3ncnn3c2NCCc2ccccc2F)C1 (stereo not drawn)
→ -7.4%	-9

# Screens as filed in PubChem.
